hgDAF-12 ag: agonists of H. glycines DAF-12 nuclear receptor; HEK293 GAL4-hgDAF12 UAS-luciferase reporter, agonist luminescence; normalized to butyrate control; activation, % at 6.8 µM; 370,000 tested, 1.8% active; AID 687014;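 active = activation above a cutoff set at the mean of all screened compounds plus 3 SD, cut at about 10% in these data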;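 also: 0% = DMSO wells and 100% = sodium butyrate wells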
DAX1 inh-1: inhibitors of DAX1 repression of SF-1 activated StAR promoter; HEK293T StAR-luciferase reporter, SF-1/DAX-1 repression relief; inhibition, % at 6.8 µM; 370,000 tested, 1.1% active; AID 652010;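 active = inhibition above the mean over all tested compounds plus 3 SD, cut at about 3.6% in these data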;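 also: 0% = DAX-1 cells with DMSO and 100% = cells lacking DAX-1 with DMSO; higher inhibition means more luminescence from relief of DAX-1 repression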
hcDAF12 agonist: activators of H. contortus DAF-12 nuclear receptor; HEK293 hcDAF-12 lit1-tk-luc reporter, luminescence; 0% DMSO, 100% Δ7-dafachronic acid; activation, % at 6.8 µM; 370,000 tested, 1.4% active; AID 652067;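 active = activation above the mean of all tested compounds plus 3 SD, cut at about 5.5% in these data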;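 also: 100% = response to 3 µM Δ7-dafachronic acid high control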
GC-A act: GC-A (human) enzyme activation; P16066; HEK293 GC-A cells, cGMP TR-FRET, EC30 ANP; 0% at EC30 ANP, 100% saturating ANP; activation, % at 10 µM; 370,000 tested, 0.14% active; in the data active = activation above about 40%
Target sequence (P16066 whole entry, looked up): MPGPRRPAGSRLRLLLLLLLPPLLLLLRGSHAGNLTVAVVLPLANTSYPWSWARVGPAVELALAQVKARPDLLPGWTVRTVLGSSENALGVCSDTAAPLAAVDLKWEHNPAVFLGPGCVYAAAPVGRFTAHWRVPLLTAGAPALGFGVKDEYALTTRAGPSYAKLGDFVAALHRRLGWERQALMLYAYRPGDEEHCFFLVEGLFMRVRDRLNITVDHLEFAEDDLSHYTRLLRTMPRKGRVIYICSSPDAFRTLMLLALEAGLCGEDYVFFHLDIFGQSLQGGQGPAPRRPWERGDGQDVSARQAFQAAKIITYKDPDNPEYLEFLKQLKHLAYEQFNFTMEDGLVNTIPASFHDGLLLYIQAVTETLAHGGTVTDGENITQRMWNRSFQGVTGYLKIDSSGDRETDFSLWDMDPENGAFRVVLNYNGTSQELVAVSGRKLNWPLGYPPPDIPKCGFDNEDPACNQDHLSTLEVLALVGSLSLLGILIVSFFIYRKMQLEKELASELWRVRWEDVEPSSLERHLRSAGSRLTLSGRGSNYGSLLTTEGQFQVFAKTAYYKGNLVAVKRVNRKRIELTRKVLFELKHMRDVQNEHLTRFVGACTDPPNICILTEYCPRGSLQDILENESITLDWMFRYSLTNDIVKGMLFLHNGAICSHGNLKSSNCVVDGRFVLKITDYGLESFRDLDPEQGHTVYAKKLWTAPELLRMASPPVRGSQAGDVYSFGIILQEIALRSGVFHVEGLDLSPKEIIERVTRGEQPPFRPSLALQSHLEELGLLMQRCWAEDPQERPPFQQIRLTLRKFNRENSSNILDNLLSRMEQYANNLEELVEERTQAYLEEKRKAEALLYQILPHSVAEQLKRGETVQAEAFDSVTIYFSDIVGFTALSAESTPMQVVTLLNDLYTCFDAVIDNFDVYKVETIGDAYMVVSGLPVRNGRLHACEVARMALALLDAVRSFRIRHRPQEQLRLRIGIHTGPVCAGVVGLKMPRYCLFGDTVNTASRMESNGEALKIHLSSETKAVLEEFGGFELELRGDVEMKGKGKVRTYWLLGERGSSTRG
ssDAF12 agonist: activators of S. stercoralis DAF-12 nuclear receptor. HEK293 ssDAF-12/GRIP1 lit1-tk-luc reporter, luminescence; % of 3 µM dafachronic acid response. activation, % at 6.8 µM. 370,000 tested, 1% active. AID 652126;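 active = activation above the mean over all tested compounds plus 3 SD, cut at about 0.9% in these data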;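 also: 0% = DMSO-only wells and 100% = 3 µM delta7-dafachronic acid wells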
KLK7 zymogen act: activates the human kallikrein-7 zymogen | purified proKLK7, EDANS-DABCYL substrate fluorescence; 100% is mature enzyme control, 0% vehicle | activation, % at 7 µM | 370,000 tested, 0.9% active;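 active = activation above the mean of all tested compounds plus 3 SD, computed per campaign excluding outliers beyond control limits, cut at about 13% in these data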
NPR2 activator: GC-B (human) receptor activation; P20594; HEK293-GC-B cells, CNP EC30, cGMP TR-FRET; 0% at EC30 CNP, 100% saturating CNP; activation, % at 10 µM; 370,000 tested, 0.11% active; AID 1920062;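 active = activation at 10 µM reaching about 35% in either raw or pattern-adjusted values, limit read from the data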
GAA850 FXN act: frataxin GAA850 promoter activation; activation, % at 6 µM; AID 540364; HEK293 lucGAA850 FXN promoter luciferase reporter, 24 h; percent of 10 µM SAHA response; 360,000 tested, 0.56% active;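 active = activation above the average of all compounds screened plus 3 SD, cutoff fixed separately per campaign, cut at about 7.5% in these data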;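 also: 0% = DMSO wells and 100% = 10 µM SAHA wells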
DAX1 inh-2: inhibits human nuclear receptor DAX1; P51843; HEK293 Gal4-DAX1 luciferase reporter, luminescence; inhibition, % at 6.75 µM; 340,000 tested, 0.99% active; AID 504766;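 active = inhibition above the mean over all tested compounds plus 3 SD, cut at about 4.2% in these data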;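 also: 0% = DAX1-transfected cells with DMSO and 100% = empty-vector control cells with DMSO; inhibition shows as a rise in luminescence from relieved DAX1 repression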
SMARCA2 activ: activators of SMARCA2 function. MG213 cells, MMTV-luciferase reporter, dexamethasone, overnight. 370,000 tested, 1% active. activation, % at 9.1 µM; in the data active = activation above about 7.8%;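 also: 0% = vehicle wells and 100% = reference activator wells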
sPLA2-III inh: Inhibits HGIII-sPLA2 liposome hydrolysis, primary screen; Q9NZ20; QFRET BODIPY PC-A2 liposome hydrolysis, fluorescence; inhibition, % at 12.2 µM; 370,000 tested, 0.56% active;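 active = inhibition above mean plus 3 SD of compounds lying within the high and low control bounds, cut at about 19% in these data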;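 also: 0% = median of test compound wells and 100% = no enzyme DMSO wells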
The depositor's hits bear a star; / = not tested or not shown.

A first look, 2 compounds:
SMILES | hgDAF-12 ag | DAX1 inh-1 | hcDAF12 agonist | GC-A act | ssDAF12 agonist | KLK7 zymogen act | NPR2 activator | GAA850 FXN act | DAX1 inh-2 | SMARCA2 activ | sPLA2-III inh
CNC(=S)N(CCCO)Cc1cc2cc3c(cc2[nH]c1=O)OCO3 | 1.7 | -0.7 | 0.5 | 4 | -0.9 | 2.2 | 6 | 2.5 | 1.4 | -1 | 2
N#Cc1cc(C(=O)c2cc(Br)ccc2O)cn(C2CCCCC2)c1=O | 0.4 | 0.7 | -0.8 | 4 | -1.7 | -0.9 | 2 | 3.9 | 0.6 | -3 | -2

Main list (from the top)
SMILES | hgDAF-12 ag | DAX1 inh-1 | hcDAF12 agonist | GC-A act | ssDAF12 agonist | KLK7 zymogen act | NPR2 activator | GAA850 FXN act | DAX1 inh-2 | SMARCA2 activ | sPLA2-III inh
CNC(=S)N(CCCO)Cc1cc2cc3c(cc2[nH]c1=O)OCO3 | 1.7 | -0.7 | 0.5 | 4 | -0.9 | 2.2 | 6 | 2.5 | 1.4 | -1 | 2
N#Cc1cc(C(=O)c2cc(Br)ccc2O)cn(C2CCCCC2)c1=O | 0.4 | 0.7 | -0.8 | 4 | -1.7 | -0.9 | 2 | 3.9 | 0.6 | -3 | -2
O=C(Cn1cnc2ccccc2c1=O)NCc1ccco1 | -1.2 | -0.1 | -1.4 | 5 | -0.4 | -0.6 | 4 | -1.3 | 0.1 | -3 | 1
O=C(O)C1CCCCC1C(=O)Nc1nc(-c2cccs2)cs1 (stereo not given) | 0.8 | 0.1 | 1.5 | 4 | -0.5 | 0.6 | -2 | 2.6 | -1.0 | 2 | -5
COc1cccc(C(=O)Cn2c(NCCCO)nc3ccccc32)c1 | 0.0 | 0.4 | -1.1 | -1 | -1.1 | -0.1 | 7 | -0.8 | 0.1 | 1 | -28
O=C(CS(=O)(=O)c1ccccc1)Nc1ncc([N+](=O)[O-])s1 | 2.3 | 0.7 | -1.1 | -4 | -0.6 | -0.3 | -1 | 0.4 | 1.4 | 3 | -7
COC(=O)C[C@@H]1OC[C@H](C(C)C)N1S(=O)(=O)c1ccc(C)cc1 | -0.7 | 0.8 | -1.7 | -5 | -0.7 | 0.3 | 5 | / | / | -5 | 11
Cc1ccc(S(=O)(=O)N(CC(=O)Nc2cccc([N+](=O)[O-])c2)C(=O)N2CCN(C)CC2)cc1 | 1.4 | -0.6 | -0.9 | 1 | -0.7 | 0.9 | 4 | -0.5 | -0.7 | -3 | 2
Cc1c(-c2nc(-c3ccc(C(C)(C)C)cc3)no2)n(C)oc1=O | 12* | 2.8 | 5.7* | -10 | 2.1* | -0.9 | -10 | 6.5 | -1.1 | 6 | 12
Cc1ccc(C)c(N2CN(Cc3ccco3)CNC2=S)c1 | 0.7 | 0.0 | -5.0 | 3 | -1.6 | 0.2 | 1 | -0.9 | -2.0 | 4 | 12
O=S(=O)(Cc1ccccc1)N1CCN(c2ccccc2)CC1 | -2.1 | 0.5 | -0.7 | 3 | -1.0 | 0.3 | -5 | 0.0 | -0.4 | -3 | 3
Cc1ccc(-c2nnc(OCC3CCCO3)c3ccccc23)cc1 (stereo not given) | -0.2 | -0.6 | -0.4 | 0 | -1.8 | 0.5 | 0 | 3.8 | -1.3 | -2 | 0
COc1ccccc1OCCCC(=O)NCc1ccco1 | -1.8 | 0.3 | 0.6 | 0 | -2.1 | -0.8 | 1 | -0.5 | 0.2 | 1 | 1
CCOC(=O)C1(CCOc2ccccc2)CCN(Cc2cccc3nonc23)CC1 | -1.9 | -0.5 | 1.1 | 0 | -1.2 | 0.7 | 1 | -0.4 | -1.1 | -4 | 1
Cc1ccc(C(=O)OCC(=O)N(C)c2ccccc2)c(C)c1 | 2.0 | -0.4 | -2.3 | 4 | -0.6 | -0.6 | 4 | -0.6 | -0.1 | -2 | 1
CCOc1ccc(/C=C2\SC(=S)N(NS(=O)(=O)c3ccccc3)C2=O)cc1OC | 1.7 | 0.2 | -2.0 | 3 | -0.7 | 0.2 | 1 | 1.2 | 1.7 | -5 | -33
COc1ccc(SCc2noc(C(=O)NCC3CCCO3)c2C(=O)O)cc1 (stereo not given) | 0.8 | 0.1 | -1.4 | 1 | -0.9 | -0.3 | -2 | 0.3 | -0.1 | 1 | 8
COc1ccc(NC(=O)N2CCCC2C(=O)Nc2ccccc2)cc1 (stereo not given) | -0.2 | -0.2 | -0.2 | 2 | -1.2 | 0.4 | -2 | -2.5 | 0.4 | -2 | -1
COc1ccc(NC(=O)c2cc(=O)[nH]c3ccccc23)cc1S(=O)(=O)N1CCOCC1 | 3.1 | 0.5 | -0.8 | 0 | -0.8 | -0.2 | -6 | 0.5 | 1.5 | 2 | -1
CCN(CC)C(=S)SCc1csc(CC(=O)Nc2ccccc2C)n1 | -2.1 | -0.4 | -1.8 | -1 | -0.8 | 0.5 | 4 | 0.1 | -0.5 | 1 | -42
Cc1ccccc1-n1nc(-c2cccnc2)cc1C(=O)NN | -0.3 | -0.3 | -2.3 | 2 | -1.5 | -0.5 | -1 | 2.1 | -0.4 | -2 | -2
C/C(=C\C(=O)c1ccc(C)cc1)NCc1ccc(F)cc1 | -1.4 | -0.5 | -1.4 | -2 | -1.4 | -0.2 | 1 | -0.6 | -0.3 | 2 | -4
CCOc1ccccc1C(=O)Nc1ccc2nc3n(c(=O)c2c1)CCCCC3 | 2.0 | -0.3 | -2.5 | 12 | -1.0 | 0.2 | 10 | 2.4 | 0.3 | 1 | -5
CC(Sc1nnc(CC(=O)Nc2ccccc2F)n1C)C(=O)Nc1nccs1 (stereo not given) | 1.3 | -0.1 | 0.0 | 1 | -1.1 | 0.6 | -1 | -0.5 | -1.9 | -2 | -1
Cc1cc(NC(=O)CC(C)C)c(=O)n(Cc2c(F)cccc2Cl)c1 | 0.2 | -0.7 | -3.0 | 4 | -1.2 | 0.0 | 0 | 0.7 | 0.9 | -2 | -1
CCCC(=O)Nc1sc2c(c1C(=O)Nc1ccccn1)CCCC2 | 0.1 | -2.1 | -0.1 | -6 | -1.8 | 0.0 | -5 | 2.8 | 0.0 | -5 | 2
COc1ccc(/C=N/NC(=O)CCCOc2ccc(Cl)cc2Cl)cc1[N+](=O)[O-] | 2.0 | 1.8 | -0.4 | 5 | -1.0 | 0.0 | -2 | 0.2 | 0.3 | 3 | 8
CSc1ccc(S(=O)(=O)NCCOc2ccccc2C)cc1 | 2.6 | -0.4 | -1.4 | -1 | -1.4 | -0.2 | -2 | -2.1 | 2.3 | -4 | -32
O/N=C/c1cc(Br)ccc1OCc1ccc(F)cc1 | 1.9 | -0.5 | -0.2 | 1 | -1.1 | -0.2 | -3 | 5.9 | -0.5 | 0 | -13
Cc1cc(C(=O)O[C@@H]2CCC[C@]3(C(=O)N(Cc4ccccc4)c4ccccc43)[C@H]2NC(=O)CCc2ccccc2)no1 | 1.1 | 0.3 | -1.8 | 0 | -1.0 | 0.1 | 6 | / | / | -4 | -1
Cc1ccccc1NC(=O)c1nc(S(C)(=O)=O)ncc1Cl | -3.8 | -0.1 | 0.1 | 23 | -0.2 | 0.0 | 5 | 18* | 2.1 | -7 | -4
CCOC(=O)N1CCN(C(=O)C(=O)NNC(=O)COc2ccc(Cl)c(C)c2)CC1 | -1.5 | 0.7 | 0.4 | -3 | -1.2 | 0.1 | -1 | 1.1 | 1.2 | -2 | 6
Cn1c(=O)c2c(nc(SCC(=O)OCc3ccccc3)n2C)n(C)c1=O | -1.2 | 0.7 | 0.7 | -3 | -0.6 | 0.8 | 6 | 1.2 | -1.5 | 1 | 0
O=S(Cc1ccccc1)CC(O)(c1ccc(Cl)cc1)c1ccc(Cl)cc1 (stereo not given) | 0.7 | -0.9 | -0.5 | -39 | -1.4 | 0.4 | -27 | 1.5 | 0.0 | -6 | -12
O=C(CN1CCN(c2ccccn2)CC1)Nc1ccccc1C(=O)Nc1ccccc1 | 0.0 | -0.7 | -1.5 | -3 | -0.5 | 0.2 | 3 | 4.5 | -0.4 | -1 | 4
CC(C)NS(=O)(=O)c1cc(C(=O)O)ccc1Cl | -2.0 | 0.4 | -1.2 | -2 | -1.2 | 0.9 | 0 | 0.7 | -0.8 | 2 | 2
CC(=O)OC1OCCOC1NC(=S)NCc1ccco1 (stereo not given) | 0.0 | -0.3 | -0.8 | 1 | -1.5 | 1.5 | 0 | 0.3 | 0.5 | 5 | -3
CCc1ccccc1NC(=O)NNC(=O)c1ccc2ccccc2c1O | -1.2 | 0.0 | -0.3 | -2 | -1.2 | -3.1 | 1 | 1.5 | 1.4 | 1 | 12
Cc1ccc(S(=O)(=O)Nc2nnc(CC(C)(C)C)s2)cc1 | 0.0 | -0.3 | 1.5 | 3 | -1.7 | 0.0 | 6 | 0.6 | 0.4 | -3 | -16
COc1ccc(C(=O)CSc2nnc(-c3cccc(Cl)c3)n2Cc2ccco2)cc1 | -1.6 | -0.9 | 1.2 | 0 | -2.0 | 0.4 | 4 | / | / | -5 | -19
COc1cc2c(cc1NC(=O)CN1CCN(S(=O)(=O)c3ccc(F)cc3)CC1)oc1ccccc12 | 0.5 | 0.8 | -1.5 | -2 | -1.3 | 0.0 | 2 | -1.3 | -1.2 | -1 | 0
CC(=O)c1sc(NC(=O)CCCOc2ccccc2C)nc1C | 2.6 | 0.8 | 0.5 | -4 | -1.3 | -0.3 | 4 | 1.4 | 2.5 | 1 | 2
O=C(CCC(C(=O)c1ccccc1)c1ccccc1)c1ccccc1 (stereo not given) | -0.3 | 0.3 | -0.3 | -7 | -1.0 | 0.2 | 0 | -1.6 | 0.5 | 1 | -12
CCn1ccnc1C(O)c1ccccc1OC (stereo not given) | -1.1 | -0.3 | -1.6 | 2 | -1.0 | 0.8 | -2 | 2.0 | 0.7 | 1 | -4
Cc1c(C)c2ccc(OCC(=O)NC(Cc3ccc(Cl)cc3)C(=O)O)cc2oc1=O (stereo not given) | -0.6 | -0.2 | -2.2 | 3 | 0.1 | 1.3 | 7 | -0.6 | 2.9 | 0 | 1
Cc1ccc(NC(=S)NCC2CCCO2)cc1C (stereo not given) | -0.3 | -0.6 | -1.2 | 2 | -1.1 | 0.6 | -3 | 1.6 | 0.8 | -1 | 7
COc1cc(C(=O)NCCCN2CCCC2=O)ccc1OCc1ccc(Cl)cc1Cl | -0.6 | -1.9 | -2.1 | 6 | -1.1 | 0.0 | 6 | -1.2 | -1.5 | -1 | -13
Cc1ccc(NC(=O)c2ccccc2)s1 | 20* | 4.5* | 6.9* | 2 | 0.2 | -0.2 | -2 | 0.6 | 0.2 | 0 | 0
CC(=O)c1ccc(NS(=O)(=O)c2ccccc2)cc1 | 0.0 | -0.8 | 1.7 | -1 | -1.3 | -0.6 | 3 | -0.7 | 1.6 | -2 | 3
CCOc1cc(C(=O)N/N=C/c2cn(-c3ccccc3)nc2-c2cc3ccccc3o2)cc(OCC)c1OCC | 8.9 | 1.9 | 7.9* | 0 | -0.2 | -0.8 | 2 | 5.2 | 2.9 | 5 | 1
O=C(OCc1cn(Cc2ccccc2)nn1)c1ccccc1 | 0.6 | 0.1 | -0.3 | 0 | -0.7 | 0.2 | -1 | 2.6 | -1.0 | 0 | 2
Cc1ccccc1NC(=S)NC(=O)c1cc(-c2ccccc2)nc2ccccc12 | 0.3 | -1.3 | -0.4 | -6 | -0.4 | -0.7 | -5 | 1.7 | 0.3 | -4 | 6
